Source: PubChem BioAssay (several laboratories)
PKA-R2B activ = PKA-R2B complex activation; PKA-R2B holoenzyme dissociation, Cy5-IP20 fluorescence polarization; R2B truncated from residue 108, S112A mutant; 0% DMSO only, 100% 113 µM cGMP; activation, % at 11.4 µM; 0.079% of 340,000 active;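 active = activation above a cutoff set at the mean over all compounds plus 3 SD, cut at about 18% in these data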;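 also: higher means more holoenzyme dissociation and a rise in polarization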
CAL PDZ FP-1 = blocks peptide binding to the human CAL PDZ domain; Q9HD26; purified CAL PDZ, TMR-peptide fluorescence polarization, 1 h; 0.92% of 300,000 active; AID 602252; inhibition, % at 24.9 µM;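 active = mean inhibition of at least 30% with at least half of replicates also reaching 30%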;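 also: 0% = DMSO neutral control and 100% = excess unlabeled competitor peptide PRC23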
RTF Ca sens act = increases calcium sensitivity of human cardiac regulated thin filaments. 0.24% of 340,000 active. AID 493008. activation, % at 7.2 µM. IANBD-labeled TnC RTF fluorescence at EC20 calcium; 0% EC20 calcium, 100% full calcium;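 active = activation above the mean over all tested compounds plus 3 SD, cut at about 30% in these data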;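 also: rise in fluorescence read as greater calcium sensitivity of cardiac thin filaments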
DAGLB inhibitor = blocks human DAGLB lipase activity | 0.059% of 340,000 active | HEK293T DAGLB membrane lysate, EnzChek fluorogenic substrate | inhibition, % at 5.17 µM | AID 504411 | Q8NCG7; in the data active = inhibition above about 34%;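 also: 0% = enzyme with vehicle and 100% = wells lacking enzyme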
Cardiac RTF inh = cardiac RTF calcium desensitization. P19429+P45379. IANBD-labeled cardiac RTF, Ca2+ fluorescence. inhibition, % at 7.15 µM. 0.12% of 340,000 active. AID 493244;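 active = inhibition above the mean inhibition of all tested compounds plus 3 SD, cut at about 17% in these data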;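 also: assay run at fixed EC70 calcium of 1.6 mM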
CAL PDZ FP-2 = blocks peptide binding to human CAL PDZ domain | purified CAL PDZ, TMR-peptide fluorescence polarization, 1 h | inhibition, % at 20 µM | 0.02% of 330,000 active | AID 504414;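 active = highest replicate inhibition of at least 40%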;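 also: plate controls were DMSO neutral control wells for no effect and unlabeled competitor peptide control wells for full effect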
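Test system: tagged CAL PDZ domain / Buffer or medium: sodium phosphate/NaCl buffer pH 7.4 with TCEP, IgG, Thesit / Reagent: TMR-labelled reporter peptide T*-PRC34 bound in PDZ groove / Compound dosing: single point, 20 µM / Schedule: 1 h incubation at room temperature before polarization reading / Technique: fluorescence polarization (mP) / Benchmarks: unlabelled peptide, DMSO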
LANA DNA inh = blocks KSHV LANA C-terminal domain binding to DNA; AID 504423; 0.078% of 340,000 active; inhibition, % at 9 µM; MBP-C-LANA/FAM-LBS DNA binding, fluorescence polarization;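 active = highest replicate inhibition at or above 60% at 9 µM, even if other replicates fall short; inactive = all replicates below 60% inhibition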;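 also: 0% = neutral control wells and 100% = 4 µM acridine orange control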
Rtt109 Vps75 = inhibitors of Candida albicans Rtt109/Vps75 histone acetyltransferase; Q5AAJ8; purified Rtt109/Vps75, ThioGlo CoA-SH fluorescence, 4 h; inhibition, % at 34.9 µM; 0.16% of 330,000 active;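 active = inhibition of at least 50% in every replicate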
Target sequence (Q5AAJ8 whole entry, looked up): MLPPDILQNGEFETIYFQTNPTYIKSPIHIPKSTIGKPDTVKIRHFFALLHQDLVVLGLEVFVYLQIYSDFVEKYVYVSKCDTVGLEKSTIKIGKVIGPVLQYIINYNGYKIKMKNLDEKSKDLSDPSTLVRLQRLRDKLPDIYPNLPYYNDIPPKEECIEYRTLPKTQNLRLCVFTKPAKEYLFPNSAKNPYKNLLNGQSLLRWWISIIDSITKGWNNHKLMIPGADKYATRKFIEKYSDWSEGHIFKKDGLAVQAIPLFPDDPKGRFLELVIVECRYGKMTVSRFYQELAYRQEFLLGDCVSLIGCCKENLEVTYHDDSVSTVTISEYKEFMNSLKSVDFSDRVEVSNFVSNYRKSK
SR-BI DiI-HDL act = activators of SR-BI mediated HDL lipid uptake. CHO ldlA[mSR-BI] cells, DiI-HDL uptake fluorescence, 3 h; 100 = double the neutral-control signal. AID 504775. activation, % at 12.5 µM. 0.096% of 320,000 active;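 active = mean replicate activation of at least 60% and every replicate at or above 60%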;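 also: 0% = median plate neutral-control signal and 100% = twice that signal; values of inactives mirror those of a sister screen read the other way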
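Test system: SR-BI-overexpressing, LDLR-lacking CHO cells; Medium: Ham's F12 with 0.5% BSA, HEPES 25 mM, pH 7.4; Schedule: 3 h, 37 °C; Technique: bottom-read fluorescence, 550/595 nm.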
Keap1 Nrf2 FP = Keap1-Nrf2 (human) interaction inhibition | Keap1 Kelch-Nrf2 peptide fluorescence polarization, 1536-well | inhibition, % at 9.4 µM | 0.15% of 340,000 active; in the data active = inhibition above about 12%;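 also: human Keap1 Kelch domain with fluorescein labeled Nrf2 9mer peptide probe; 0% = neutral control wells and 100% = peptide positive control; higher means more block of Keap1 binding to Nrf2 peptide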
Target sequence (Q14145 whole entry, looked up, the tested form may be a part): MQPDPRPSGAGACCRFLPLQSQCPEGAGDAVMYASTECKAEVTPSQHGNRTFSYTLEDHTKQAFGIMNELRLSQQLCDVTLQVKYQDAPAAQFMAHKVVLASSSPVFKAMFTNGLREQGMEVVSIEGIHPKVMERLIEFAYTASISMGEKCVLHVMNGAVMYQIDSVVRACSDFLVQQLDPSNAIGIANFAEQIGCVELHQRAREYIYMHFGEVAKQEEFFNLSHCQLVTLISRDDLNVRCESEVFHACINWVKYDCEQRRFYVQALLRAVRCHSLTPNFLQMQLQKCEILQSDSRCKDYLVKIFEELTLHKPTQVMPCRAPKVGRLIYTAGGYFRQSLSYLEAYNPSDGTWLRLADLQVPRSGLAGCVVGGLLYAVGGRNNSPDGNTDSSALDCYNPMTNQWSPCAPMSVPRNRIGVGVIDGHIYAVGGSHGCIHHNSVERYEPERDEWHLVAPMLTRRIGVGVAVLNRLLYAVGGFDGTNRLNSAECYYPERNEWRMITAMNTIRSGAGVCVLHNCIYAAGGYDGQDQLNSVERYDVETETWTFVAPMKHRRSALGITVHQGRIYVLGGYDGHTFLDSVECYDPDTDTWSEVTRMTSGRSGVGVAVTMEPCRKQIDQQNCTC
* marks the source's active call; other numbers are inactive results; / = not tested or not shown.

smiles	DAGLB inhibitor	CAL PDZ FP-2	Rtt109 Vps75	CAL PDZ FP-1	Cardiac RTF inh	RTF Ca sens act	PKA-R2B activ	LANA DNA inh	SR-BI DiI-HDL act	Keap1 Nrf2 FP
COCC(=O)Nc1c(C(=O)Nc2ccccc2OC)oc2ccccc12	-9	-4.1	-23	-4	-7	5	3	-0.2	-26	3
CC12CCCC(C(C#N)C(N)=O)(C1)NC(=O)C2C#N (stereo unspecified)	-1	-0.2	9	-4	1	-5	-12	-0.1	3	-3
CCC1(N(C(C)=O)c2ccc(OC)cc2)C(=O)c2ccccc2C1=O	-1	-0.1	11	-2	1	-3	-13	13	37	3
Cc1nn(CC(=O)NCCC2=CCCCC2)c(C)c1[N+](=O)[O-]	-4	-1.5	-2	/	-8	2	-3	-0.6	-3	0
CSCCC(NC(=O)c1ccco1)C(=O)N1CCC(C(N)=O)CC1 (stereo unspecified)	-1	0.0	-10	/	8	-3	-3	-1.8	11	-1
CCCCNC(=O)CN(c1cccc(F)c1)S(C)(=O)=O	0	/	-11	-1	-4	1	-3	1.6	15	-2
COC(=O)c1cccc(Nc2ncnc3sccc23)c1	1	-1.0	-7	1	-1	9	3	1.6	-19	-3
CC(C)Oc1ccccc1OCCCOc1cccc2cccnc12	-11	-1.4	0	6	-3	8	-7	-0.7	-54	2
NNC(=O)CN1CCN(c2ncc(C(F)(F)F)cc2Cl)CC1	1	-0.2	7	4	0	-4	-6	0.3	15	-5
CC(/C=N/n1c(-c2ccco2)n[nH]c1=S)=C\c1ccco1	3	-2.4	9	-1	-21	0	4	0.5	-5	3
COc1ccc(CCNC(=O)C2(C)CCC(=O)N2Cc2ccc(F)cc2Cl)cc1OC (stereo unspecified)	-1	0.0	4	-4	2	5	-3	1.3	-59	-5
Cn1c(SCC(=O)Nc2cc([N+](=O)[O-])ccc2F)nnc1C(F)(F)F	-1	-1.5	1	5	2	2	6	-0.3	4	5
CCS(=O)(=O)c1ccc2oc(Nc3ccccc3Cl)nc2c1	3	-1.0	-18	-2	9	-9	-3	-0.2	-13	-1
Cc1cc(C)cc(NC(=O)NNC(=O)c2cc3occc3[nH]2)c1	1	0.4	12	/	-5	-6	6	-0.4	10	1
O=[N+]([O-])c1ccc(CS(=O)(=O)N2CCN(c3ccccc3)CC2)cc1	-1	-1.4	5	-4	0	0	4	2.2	/	-3
CCCCN(C(=O)c1cc2c(s1)CCC2)c1c(N)n(CCCC)c(=O)[nH]c1=O	6	-2.0	5	6	0	-3	-9	1.2	10	0
CC(=O)Nc1ccc(N/C=C2/CCCC2=O)cc1	0	-0.2	0	/	1	1	-2	-1.2	-12	-4
NC(=O)C1CCN(C(=O)c2cccc(S(=O)(=O)N3CCc4ccccc4C3)c2)CC1	0	-0.3	-1	-5	-2	0	13	-1.2	6	2
Cc1ccc2nc(SCC(=O)N3CCCCCC3)nc(=O)n2c1	0	-2.5	-14	-5	-11	-2	-5	-0.1	17	2
Cc1c(S(=O)(=O)Nc2ccc(Br)cc2)c(=O)n(C)c(=O)n1C	4	-0.8	5	/	-7	3	0	0.4	15	-3
Cc1onc(-c2ccccc2)c1-c1ccc(S(N)(=O)=O)cc1	2	-0.4	1	-6	-9	0	1	0.2	-8	2
S=c1nccc(-c2cc(Cl)sc2Cl)[nH]1	-2	0.2	-15	-1	5	-7	-9	-1.0	8	-1
Clc1ccc(OCCn2ccnc2)c2ccccc12	-2	/	-26	1	-2	1	-1	-0.3	19	0
C=CCn1c(O)c(N=NC(=O)CNC(=O)c2ccncc2)c2ccccc21	-2	-1.2	0	0	-3	-8	0	-0.4	-3	0
COc1ccc(NC(=O)COC(=O)Cn2cnc3ccccc3c2=O)cc1OC	0	-1.2	-4	-8	-22	6	0	0.7	-18	3
CCCC(C(=O)Nc1ccc(S(=O)(=O)Nc2nccs2)cc1)c1ccccc1 (stereo unspecified)	5	-2.8	-2	0	-3	-2	-11	-1.0	24	-9
Cc1ccc(S(=O)(=O)Cc2ccc(C(=O)N3CCCCC3C)cc2)cc1 (stereo unspecified)	-2	-0.3	-1	-3	-6	-4	5	2.3	-6	-3
c1csc(Cn2c(-c3cccs3)nc3ccccc32)c1	-1	0.4	10	-3	-4	3	-4	0.3	2	-6
COc1ccc(-c2nc(NC(=O)c3[nH]c(C)c(C(C)=O)c3C)sc2C)cc1	-1	-0.7	2	6	4	-3	-4	-1.2	-76	-3
CCOc1ccc(NC(=O)N2CCN(Cc3ccc4c(c3)OCO4)CC2)cc1	1	-1.9	1	1	-7	-1	-13	0.9	-32	-3

Compound profiles, from the list above. Order of values: DAGLB inhibitor, CAL PDZ FP-2, Rtt109 Vps75, CAL PDZ FP-1, Cardiac RTF inh, RTF Ca sens act, PKA-R2B activ, LANA DNA inh, SR-BI DiI-HDL act, Keap1 Nrf2 FP
Cc1nn(CC(=O)NCCC2=CCCCC2)c(C)c1[N+](=O)[O-] reads -4, -1.5, -2, /, -8, 2, -3, -0.6, -3, 0
CC12CCCC(C(C#N)C(N)=O)(C1)NC(=O)C2C#N (stereo unspecified) reads -1, -0.2, 9, -4, 1, -5, -12, -0.1, 3, -3
COCC(=O)Nc1c(C(=O)Nc2ccccc2OC)oc2ccccc12 reads -9, -4.1, -23, -4, -7, 5, 3, -0.2, -26, 3

(listing goes on)
smiles	DAGLB inhibitor	CAL PDZ FP-2	Rtt109 Vps75	CAL PDZ FP-1	Cardiac RTF inh	RTF Ca sens act	PKA-R2B activ	LANA DNA inh	SR-BI DiI-HDL act	Keap1 Nrf2 FP
CCOC(=O)C1=C(C)NC(=O)NC1/C=C/c1ccccc1OC (stereo unspecified)	-1	0.3	14	1	-6	5	-9	9.9	-36	0
CN1C(=O)c2ccccc2N(C)C1c1ccccc1Cl (stereo unspecified)	-2	/	-214	2	-4	3	0	2.2	35	2
Nc1ccccc1S(=O)(=O)NC1=NCCCCC1	-5	-0.8	23	-1	1	-5	16	-0.5	13	5
Cc1c(-c2ccccc2Cl)nc2ccccc2c1C(=O)O	-3	1.6	6	1	-1	6	-11	0.2	18	-1
O=C(c1cccc(S(=O)(=O)N2CCCC2)c1)N(Cc1ccco1)C1CCS(=O)(=O)C1 (stereo unspecified)	-1	-0.1	1	1	3	-4	10	0.5	4	-1
CC(C)(C)C(=O)Nc1ccc(F)cc1[N+](=O)[O-]	3	-0.1	-22	-8	-6	-1	-4	0.9	11	6
Cc1cc(NC(=O)CSc2nnc(-c3ccc(O)cc3)o2)no1	1	-2.5	0	0	-21	-1	1	0.6	/	-4
CC(=O)N1CCN(C(=O)CNC(=O)c2ccc(C)s2)CC1	-2	-0.4	7	5	2	2	6	-3.6	5	-3
Fc1ccccc1CNC(=S)NC1CCCCC1	0	-1.3	-5	-6	-9	-2	-7	0.2	27	1
CN1CCN(C2=NC(=O)/C(=C/c3ccccc3OS(=O)(=O)c3ccccc3)S2)CC1	1	-0.5	8	-5	0	4	-5	-1.0	-5	-1
Nc1ncc(Br)cc1S(=O)(=O)NCCC(=O)N1CCN(c2ccccn2)CC1	0	-3.3	-3	-3	-22	2	7	-0.1	-3	-7
Cc1ccccc1C(C)NS(=O)(=O)c1ccc2c(c1)OCCO2 (stereo unspecified)	-4	-0.6	2	-1	7	-1	8	-1.9	2	2
COCc1nnc(NC(=O)C(C)C)s1	1	0.3	0	-1	-4	-7	-5	-1.7	12	-6
O=C(O)c1cc(N2C(=O)C3C4C=CC(C4)C3C2=O)ccc1N1CCOCC1 (stereo unspecified)	1	-0.6	2	1	-7	0	-4	1.7	12	0
OC(CN1CCN(c2ccccc2F)CC1)c1ccc(F)cc1 (stereo unspecified)	-11	-1.2	1	2	-8	0	1	-2.0	-6	-7
COC(=O)C(Cc1ccccc1)NS(=O)(=O)c1ccccc1Br (stereo unspecified)	0	-0.5	-7	2	3	-6	-4	-0.4	12	-4
O=C1CC(Cc2ccc(Cl)cc2)C(=O)N1c1ccncc1 (stereo unspecified)	0	-0.2	2	3	-8	0	-4	0.0	13	-3
O=C(Nc1cccc(C(=O)O)c1)/C(=C/c1ccccc1)NC(=O)c1cccc(Br)c1	10	0.4	4	0	0	4	0	-0.1	9	-8
O=C(c1ccc(NC2=NC3CS(=O)(=O)CC3S2)cc1)N1CCN(c2ccc([N+](=O)[O-])cc2)CC1 (stereo unspecified)	0	-1.5	-10	-1	-16	-2	-6	0.8	15	-6
Cc1cccc(-c2nnc(NC(=O)c3ccco3)s2)c1	-1	-1.5	-2	-1	-4	-1	3	-2.1	13	2
Cc1ccc(CNCCCSc2nc(C)cc(C)n2)cc1	1	-0.1	-35	-1	-3	-2	5	3.3	6	-2
CC1CCN(C(=O)N[C@@H](Cc2ccccc2)C(=O)O)CC1	1	/	7	-6	0	-5	-16	0.8	20	0
Cc1ccc(-n2nc3c(=O)n(CC(=O)NC4CCCCCC4)nc(C)c3c2C)cc1	2	-1.2	3	-3	-18	0	0	0.0	-14	-5
CC(c1nccs1)N(C)C(=O)c1cn(Cc2cccc3ccccc23)nn1 (stereo unspecified)	0	-2.6	5	-1	-8	-1	0	-0.3	-8	0
CC(O)C(=O)N/N=C/c1cccc2ccccc12 (stereo unspecified)	-1	-3.1	-10	0	0	1	-6	2.1	13	-7

Compounds were not picked by outcome; overall some 1.6% were active at least once.
